# Bioassay records: PubChem, National Center for Advancing Translational Sciences (NCATS)
# D2 antag: D2 dopamine receptor (human) antagonism | P14416 | HEK293 TREx D2 cells, calcium flux, dopamine EC80 | inhibition, % at 10 µM | actives 2% (n = 340,000) | AID 485344; in the data active = inhibition above about 30%; note: 0% is about no effect
#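 HEK293 T-REx D2 cells, tet-induced, calcium dye no-wash. Cpd pintool add, 180 s kinetic, then EC80 DA, 180 s kinetic. Ca flux read.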
# RGS4 inh: inhibitors of human regulator of G protein signaling 4; P49798; Transcreener GDP fluorescence polarization, RGS4-accelerated GTP hydrolysis; Potency, µM (titrated, usually from 114 µM), for the others: at the top dose activity change, negative = inhibition, hits mostly inhibitors; actives 0.039% (n = 390,000); AID 504845; note: potency is the fitted concentration of half-maximal effect; % is set by controls: 0 for no effect and ±100 for the full control effect; nearly all actives have a fitted effect of over 75% in size; some results filed as inactive show a strong effect at the top dose
# Target sequence (P49798 whole entry, looked up): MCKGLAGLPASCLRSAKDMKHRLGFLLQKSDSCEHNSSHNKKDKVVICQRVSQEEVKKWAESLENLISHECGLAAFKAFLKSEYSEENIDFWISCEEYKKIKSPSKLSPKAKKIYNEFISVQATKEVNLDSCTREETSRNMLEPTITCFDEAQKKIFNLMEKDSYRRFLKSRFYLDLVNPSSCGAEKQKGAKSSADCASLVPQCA
#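 MLSMR compounds (23 nl, pin-transferred) preincubated 10 min at room temperature with a 500nM (2x) first reagent, then RGS4 at 900nM (2x) plus Transcreener GDP mix added; fluorescence polarization (620/688 nm) read before and after 90 min at 30 °C.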
# Vif-APOBEC3G blk: inhibitors of Vif-APOBEC3G interaction | Q9HC16 | HeLa A3G-eYFP + Vif (tagged APOBEC3G with the HIV-1 protein that degrades it), YFP fluorescence, overnight | Potency, µM (doses to about 46.1 µM), for inactives: at the highest dose activity, negative = active, actives largely listed as inhibitors | actives 0.076% (n = 410,000);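 note: potency is the fitted concentration of half-maximal effect; % is set by controls: 0 for no effect and ±100 for the full control effect; nearly all actives have a fitted effect of over 60% in size; hits raise eYFP signal because A3G escapes Vif-driven loss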
# Target sequence (Q9HC16 whole entry, looked up): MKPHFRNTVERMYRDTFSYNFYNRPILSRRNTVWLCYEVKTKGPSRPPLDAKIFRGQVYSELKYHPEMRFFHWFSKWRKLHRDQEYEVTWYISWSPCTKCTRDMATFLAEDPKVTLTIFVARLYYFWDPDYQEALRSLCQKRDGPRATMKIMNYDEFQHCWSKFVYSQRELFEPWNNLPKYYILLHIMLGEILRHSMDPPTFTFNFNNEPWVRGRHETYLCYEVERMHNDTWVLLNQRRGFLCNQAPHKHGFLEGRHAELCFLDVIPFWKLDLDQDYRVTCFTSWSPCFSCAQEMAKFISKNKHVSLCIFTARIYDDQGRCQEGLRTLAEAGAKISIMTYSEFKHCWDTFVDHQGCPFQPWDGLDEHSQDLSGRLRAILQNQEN
#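 HeLa cells stably expressing Vif and C-terminally eYFP-tagged A3G, seeded overnight at 37 deg C, then exposed to compound by pintool overnight at 37 deg C. Rise in yellow fluorescence (Ex 488/Em 500-530, Acumen) marks blocked Vif-driven A3G degradation.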
# 12-LOX inh: inhibitors of human 12S-lipoxygenase ALOX12; AID 1671190; actives 1.1% (n = 580,000); purified 12hLO, xylenol orange hydroperoxide absorbance; P18054; Potency, µM (series often up to 108 µM), for the others: top-dose activity change, negative = inhibition, usual class: inhibitors; note: potency is the fitted concentration of half-maximal effect; % is set by controls: 0 for no effect and ±100 for the full control effect
#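 Hydroperoxide product was detected by ferrous iron/xylenol orange as the 573 to 405 nm absorbance ratio. Arachidonic acid at 40 uM (final) was turned over for 30 min at room temperature by 150 nM human 12hLO, pH 7.0 Hepes buffer, after 15 min compound preincubation.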
# LDHA inh: LDHA (human) enzyme inhibition. actives 0.15% (n = 480,000). purified LDHA, NADH/diaphorase-resazurin fluorescence; active compounds read low. P00338. activity change, % (values are at about 110 or 230 µM); in the data active = activity change below about -30%; inconclusive = mostly about -25% to -30%;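 note: plate controls were DMSO wells for no effect and wells without enzyme for full effect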
#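 Resorufin fluorescence (ex540/em590), read at 0 and 20 min after diaphorase/resazurin addition, reports the NADH left after a 5 min room-temperature reaction of 2 nM human LDH5 with 0.06 mM NADH and 0.2 mM pyruvate.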
# Vif-A3F inh: inhibitors of Vif-A3F interaction | HeLa A3F-eYFP + Vif (tagged APOBEC3F with the HIV-1 protein that degrades it), YFP fluorescence increase | Potency, µM (highest dose often 46.1 µM), inactives show at the highest dose activity, negative = active | actives 0.2% (n = 390,000); note: potency is the fitted concentration of half-maximal effect; % of control where 0% means no effect; nearly all actives have a fitted effect of over 65% in size
#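 Fluorescence increase (Ex 488/Em 500-530) after overnight compound treatment at 37 deg C flags inhibition of Vif-driven A3F-eYFP loss in stable HeLa A3F-eYFP/Vif cells seeded overnight beforehand.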
# Glioma ERSR ind: ER stress response induction in glioma; U87-MG GRP78 promoter luciferase reporter, 16 h; Potency, µM, inactives show top-dose activation, hits mostly activators; actives 0.02% (n = 420,000); AID 602332; note: potency is the fitted concentration of half-maximal effect; series mostly up to about 76 µM; % of control where 0% means no effect; nearly all actives have a fitted effect of over 35% in size
#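 ERSR induction read as luciferase luminescence (Bright-Glo, 10 min at room temperature) in stably transfected human U87-MG glioma cells exposed to compounds for 16 h, using GRP78 as sensor.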
# ERG-DNA inh: blocks human ERG Ets domain binding to DNA. AID 624246. actives 0.028% (n = 370,000). fluorescence polarization, His-ERG Ets domain / labelled DNA. Potency, µM (top dose mostly 76.9 µM), inactives show at the highest dose FP activity, negative = inhibition, usual class: inhibitors; active = well fitted inhibition curve with a large enough effect in the polarisation, with a control signal flat; inconclusive = small, poorly fitted or top-dose-only effect, or effect the other way, or a change in a side signal; inactive = no such curve, though single readings can be large or run the other way; the % refers to the polarisation;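 note: polarization taken with two DNA probes labelled with fluorescein and Texas red; potency is the fitted concentration of half-maximal effect; % of control where 0% means no effect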
# Target sequence (P11308 whole entry, looked up, the tested form may be a part): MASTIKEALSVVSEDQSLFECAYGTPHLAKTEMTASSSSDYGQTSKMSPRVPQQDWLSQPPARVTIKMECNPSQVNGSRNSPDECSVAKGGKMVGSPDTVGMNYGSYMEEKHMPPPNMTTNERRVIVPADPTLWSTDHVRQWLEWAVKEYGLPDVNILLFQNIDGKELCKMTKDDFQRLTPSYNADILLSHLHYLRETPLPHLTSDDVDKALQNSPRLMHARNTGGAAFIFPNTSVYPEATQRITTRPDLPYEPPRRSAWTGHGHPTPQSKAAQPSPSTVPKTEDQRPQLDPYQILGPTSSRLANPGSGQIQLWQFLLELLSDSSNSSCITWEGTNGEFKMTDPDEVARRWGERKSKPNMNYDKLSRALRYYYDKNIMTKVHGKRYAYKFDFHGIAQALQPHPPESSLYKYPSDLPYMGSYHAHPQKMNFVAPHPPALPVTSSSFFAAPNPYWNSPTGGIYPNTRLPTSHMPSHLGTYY
#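 His-tagged ERG Ets domain (1 uM in the protein solution; 300mM KCl, 50mM Tris-HCl, 1mM EDTA, 1mM DTT, pH 7.5) received compound, then a probe mix of 5 nM fluorescein-DNA and 100nM Texas-615-DNA. Fluorescence polarization was read for both dyes.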
# D2 ag: agonists of human D2 dopamine receptor; activation, % at 2 µM; HEK293 T-REx D2 cells, calcium flux agonist mode; actives 0.53% (n = 340,000); P14416; AID 485358;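 active = activation over 3 SD above normal in the single-dose calcium agonist read, cut at about 30% in these data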; note: 0% is about no effect
#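 Calcium-flux readout, 1 cycle/sec over 180 s following compound pin transfer, in inducible HEK293 Trex D2 cells (force-coupled); dopamine controls included. Positive calcium responses during this window marked compounds as potential agonists.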
# Starred values were filed as active, the others as inactive; u = inconclusive; x = not tested or not shown; & = joins results of further samples; [ ] = another dose, or the depositor's remark. Unless noted, calls come from the whole dose curve; as a rule, active = well fitted curve in the direction sought with a large enough effect; inconclusive = small, poorly fitted or top-dose-only effect, or another doubt; inactive = no such curve, though single readings can be large; an effect the other way counts as inactive or inconclusive. The list is partial (hit frequency here may not be typical).
SMILES,D2 antag,Vif-APOBEC3G blk,Glioma ERSR ind,D2 ag,LDHA inh,12-LOX inh,ERG-DNA inh,Vif-A3F inh,RGS4 inh
CN(Cc1n[nH]c(=S)n1C)S(=O)(=O)c1ccccc1,-2,-1%,-2%,-0.5,-2,-26%,x,-3%,-26%
CCCOc1ccc(-c2nc(C#N)c(N3CCN(C)CC3)o2)cc1,2,0%,-3%,0.4,-1&5,u,-3%,0%,-26%
CN(Cc1cccc2cnccc12)C(=O)c1cc(COc2ccc(F)cc2F)on1,4,-2%,-2%,-1.5,-2,-27%&49%,10%,2%,0%
C#CCOCCOCCOCCNc1nc(N2CCN(C(=O)[C@H](CCCCN)n3cc([C@@H](N)[C@H](C)CC)nn3)CC2)nc(N2CCN(C(=O)[C@H](CCC(=O)O)n3cc([C@@H](N)CCCCN)nn3)CC2)n1,x,3%,0%,x,6,5%,17%,1%,-8%
CCn1cnc2sc(C(=O)N3CCN(c4ccc(OC)cc4)CC3)c(C)c2c1=O,x,0%,-1%,x,8,u,x,-9%,21%
CCC(C)[C@H](NC(=O)NCC1CCCO1)C(=O)OC (some centres not stated),16,4%,-5%,0.2,-1,21%,-7%,-9%,-21%
COc1ccc(CS(=O)(=O)c2nc(C)cc(C)c2S(C)(=O)=O)cc1,2,-5%,-2%,-3.1,1,14%,-1%,7%,-24%
Cc1ccc(NC(=O)Cn2cnc3ccccc32)cc1C,-7,-6%,-7%,0.6,-7,-1%,-5%,1%,u
Cc1cnc(C(=O)OCC(=O)C23CC4CC(CC(C4)C2)C3)cn1,0,4%,3%,-0.8,-3,-25%,-3%,2%,41%
COc1ccc(NC(=O)c2ccccc2-c2ccccc2C(=O)O)cc1,3,0%,-5%,-0.9,-6,95%[activator],0%,10%,0%
O=C(Nc1ccc2c(c1)OCO2)c1cc(C2CCCN(C(=O)CCCc3ccccc3)C2)on1 (configuration not stated),x,-3%,0%,x,-1,6%,x,x,x
CCC1CCCCN1Cc1ccc(CNS(=O)(=O)c2ccc3c(c2)oc(=O)n3C)o1 (configuration not stated),12,-1%,-1%,1.8,3,0%,3%,-4%,-14%
COc1cc2c3c(c1OC)C1(C=CC(=O)C=C1)CC3N(C(=O)CCC(=O)O)CC2 (configuration not stated),-2,0%,-5%,-2.0,-6,-28%,8%,-4%,6%
CCCCCCCC(=O)C(C)C(=O)N(C)[C@H](Cc1ccc(OC)cc1)C(=O)N(C)[C@H](C(N)=O)C(C)C (some centres not stated),x,-1%,-3%,x,-2,5%,-2%,-1%,10%
Cc1nn(-c2ccccc2)c(Cl)c1/C=N/NC(=O)c1ccccc1NS(=O)(=O)c1cccs1,4,3%,7%,-0.6,-7,-12%,3%,-8%,20%
O=c1c2ccccc2nc(SCc2cn3ccsc3n2)n1-c1ccccc1F,10,-7%,1%,1.5,-5,12%,-5%,-5%,-2%
CC(C)CNC(=O)c1ccccc1C(=O)NC1(C(=O)NCC(C)C)CCCC1,x,0%,-2%,x,-2,-4%,10%,0%,-11%
Cc1ccc(/C=N/Nc2ccc(C(=O)O)cc2)o1,x,0%,-4%,x,-10,2%,-2%,5%,-2%[56.9 µM]
O=C(c1cccc(S(=O)(=O)N2CCOCC2)c1)N1CCN(c2ccccc2)CC1,-5,0%,-3%,0.5,-8,0%,-17%,-4%,-5%
COC(=O)c1cc(NC(=O)c2ccc(-c3ccc(Cl)cc3Cl)o2)cc(C(=O)OC)c1,x,1%,-3%,1.0,1,u,-8%,-2%,3%
COc1ccc(C2CC(c3cccs3)n3nc(N)nc3N2)cc1 (configuration not stated),-7,1%,3%,0.1,5,u,2%,4%,-14%
N#Cc1nc(N)nc(N(c2ccccc2)c2ccccc2)n1,11,1%&-5%,-15%&-4%,0.7,-4&2,-7%,-2%,4%,12%[11.4 µM]
CC(=O)c1cccc(NC(=O)C2CCN(S(=O)(=O)c3ccc(F)cc3)CC2)c1,-5,-3%,-4%,-1.1,-3,-18%,-2%,1%,2%
O=c1[nH]c(C2CCCN(S(=O)(=O)c3ccccc3)C2)nc2c1nnn2Cc1cccc(Cl)c1 (configuration not stated),-10,1%,-5%,-1.0,-5,0%,16%,-14%,-20%
CCOC(=O)NCc1ccc(S(=O)(=O)Nc2c(C)cccc2C)cc1,-10,0%,-1%,0.6,2,14%,1%,-18%,4%
CC(=N/O)/C(=N\O)c1ccc(C)o1,-4,-1%,-8%,-0.4,-3,0%,0%,-7%,31%
CCCN(CCC)Cc1c(C(=O)OCC)nnn1-c1nonc1N,11,0%,1%,-0.7,0,0%,3%,-24%,35%
Cc1ccc(-c2nnc(SCC(=O)N3CCN(c4ccccc4)CC3)o2)cc1,11,2%,-6%,-0.3,-4,-14%,-12%,-4%,6%
Cc1ccnc(NC(=O)c2c(C)oc3ncn(CC(C)C)c(=O)c23)c1,x,-2%,-1%,x,-3,-9%,1%,-2%,4%
Cc1ccnc(NS(=O)(=O)c2ccc(-n3cccn3)cc2)c1,9,-3%,-3%,0.4,-2,7%,-1%,-10%,-25%
CCN(c1ccccc1)S(=O)(=O)c1ccc(Cl)nc1,x,-2%,-4%,x,-4,-17%,2%,-9%,-11%
Cc1ccc(NC(=O)c2sc(N)nc2-c2ccc([N+](=O)[O-])cc2)c(C)c1,-5,-9%,-4%,-0.1,-7,-4%,10%,-25%,-2%
C#CCNC(=O)C1=C[C@H](c2coc3ccccc3c2=O)[C@@H](CCCO)[C@H](OCC)O1,-4,2%,-1%,-0.1,-7,-20%,2%,6%,4%
Fc1ccc(-c2noc3ncnc(NCCc4ccccc4)c23)cc1,x,1%,0%,x,-3,-13%,-6%,1%,-18%
O=C(Nc1nc(-c2cccnc2)cs1)c1cccc([N+](=O)[O-])c1,-31,-1%,-3%,-1.2,-5,4%,11%,-15%,6%
COc1ccc(C(=O)NC2CC2)cc1OC1CCN(Cc2ccc(NC(C)=O)cc2)CC1,x,0%,5%,x,0,-4%,-9%,2%,-15%
COC(=O)c1ccc(NC(=O)Cc2ccc(C)cc2)cc1,-7,-1%,-3%,2.5,-1,1%,-1%,-13%,-4%
C/C(=N\Nc1cccc(C(=O)O)c1)c1ccc2c(c1)Nc1ccccc1S2,-5,-5%,-1%,0.0,4,x,-4%,-33%,-36%
O=C(O)C1CCC(N2C(=O)C3CCCCC3C2=O)CC1 (configuration not stated),-1,-3%,-5%,-0.1,0,0%,5%,-5%,-2%
O=C(N/N=C/c1ccco1)c1cccc([N+](=O)[O-])c1,12,1%,-2%,0.4,3,-10%,1%,-4%,-12%
Cc1ccccc1S(=O)(=O)Cc1ccc(C(=O)N2CCN(c3ccccc3F)CC2)o1,x,0%,-5%,x,1,-14%,8%,3%,14%[11.4 µM]
Cc1ccc(-n2ncc(C(=O)NCCN3CCCC3)c2C2CCN(C(=O)OC(C)(C)C)CC2)cc1C,x,0%,-4%,1.5,-3,-17%,-17%,-2%,4%
CCc1cc(CNC(=O)C2CCC(=O)N(CCc3ccc(OC)cc3)C2)on1 (configuration not stated),0,0%,-4%,-0.2,-12,0%,0%,2%,26%
COc1ccc(N2C(=O)C3C(C2=O)C(C(=O)c2ccccc2)N2CCCC32)cc1 (configuration not stated),-13,u,10%,2.0,-2,u,15%,u,-46%
CCC(=O)N1CCc2cc(Br)cc(S(=O)(=O)CCC(=O)Nc3cccc(Cl)c3)c21,x,-2%,-3%,-1.0,3,-19%,0%,1%,15%
Cc1cc(=O)n(Cc2cccc(Cl)c2)c2c1c(C)nn2-c1ccccc1,x,-2%,-3%,-0.1,-1,-10%,6%,-5%,13%
COCCCN1CC(=O)N2Cc3[nH]c4ccccc4c3C[C@H]2C1=O,5,3%,-9%,0.0,-2,2%,-9%,0%,-22%
COc1ccc2nc(NC(=O)[C@@H]3CCCN3C(=O)c3cccs3)sc2c1,-10,-4%,0%,-0.9,-7,-20%,0%,1%,14%
CC(C)(C)c1ccc(-c2nnc(N)s2)cc1,-10,0%,2%,0.4,-3,-7%,-1%,3%,-3%
CC(C)Nc1ncnc2c1ncn2[C@H]1CN(Cc2ccc(-c3ccccc3)cc2)C[C@@H](CO)O1,x,0%,-1%,x,-4,0%,x,x,x
Cc1ccnc(S(=O)(=O)Cc2ccc([N+](=O)[O-])cc2)n1,-7,-5%,-2%,1.5,-3,-35%,4%,-5%,-27%
O=C(CSc1nc(=O)n(CCN2CCOCC2)c2c1CCC2)Nc1ccc(Cl)c(Cl)c1,x,4%,-2%,-0.4,-8,-14%,-12%,7%,20%
COc1ccc(CNC(=O)C2CCN(S(=O)(=O)N3CCC4(CC3)OCCO4)CC2)c(OC)c1,-14,1%,-3%,1.0,-3,-15%,-17%,u,-11%
CCOc1ccc(CNC(=O)C2CCCN(c3nn4cc(-c5ccc(OC)cc5)nc4s3)C2)cc1 (configuration not stated),x,5%,0%,0.7,-6,0%,-3%,1%,4%
